Bim-Bfl-1: inhibitors of Bim binding to Bfl-1, primary screen, biochemical, multiplexed, bead-based flow cytometry | inhibition, % at 10 µM | 0.12% of 190,000 active | Bcl-2-related protein A1 (Homo sapiens), Q16548 | Bim-Bfl-1 binding inhibition;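 also: 0% = wells without compound plus tracer and 100% = blocker peptide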
Bim-Bcl-W: inhibitors of Bim binding to Bcl-W, primary screen, biochemical, multiplexed, bead-based flow cytometry; Bim peptide-Bcl-W binding; inhibition, % at 10 µM; 0.02% of 190,000 active;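 also: 0% = bound tracer without compound and 100% = peptide blocker; higher means less fluorescent Bim peptide bound to Bcl-W beads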
Target sequence (Q92843 whole entry, looked up): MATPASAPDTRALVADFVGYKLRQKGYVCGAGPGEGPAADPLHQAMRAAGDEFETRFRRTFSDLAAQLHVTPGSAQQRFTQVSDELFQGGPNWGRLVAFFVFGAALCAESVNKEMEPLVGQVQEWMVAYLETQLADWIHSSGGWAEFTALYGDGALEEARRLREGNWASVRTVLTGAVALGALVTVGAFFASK
Bim-Bcl-2: inhibitors of Bim-Bcl-2 binding, primary screen, biochemical, multiplexed, human Bcl-2 family; Bead-based flow cytometry, Bim peptide-Bcl-2 binding; 0.06% of 190,000 active; AID 950, 2007; inhibition, % at 10 µM; in the data active = inhibition above about 40%;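 also: 0% = no compound wells with probe peptide and 100% = reference peptide inhibitor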
Target sequence (P10415 whole entry, looked up): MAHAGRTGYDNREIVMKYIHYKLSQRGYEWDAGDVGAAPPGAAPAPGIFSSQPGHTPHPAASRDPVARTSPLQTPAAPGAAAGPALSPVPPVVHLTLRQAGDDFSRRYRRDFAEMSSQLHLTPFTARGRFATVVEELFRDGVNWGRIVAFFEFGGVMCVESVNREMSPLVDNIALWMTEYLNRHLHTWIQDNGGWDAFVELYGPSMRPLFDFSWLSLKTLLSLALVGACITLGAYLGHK
Rab2A wt mod: modulators of GTP binding to Rab2A wildtype, primary screen, biochemical, dog, bead-based flow cytometry, multiplex; Ras-related protein Rab-2A (Canis lupus familiaris), P61105; 0.19% of 190,000 active; GST-Rab2 wt beads, Bodipy-GTP binding; AID 760, 2007; GTP binding activity, % at 10 µM;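 active = GTP binding activity at least 20 points away from 100%, either lowered or raised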;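 also: 0% = beads with excess unlabeled GTP and 100% = no-compound control corrected for plate trend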
Bcl-B Bim block: inhibitors of Bim-Bcl-B binding, primary screen, biochemical, multiplexed, human Bcl-2 family; bead-based flow cytometry, Bim peptide-Bcl-B binding; inhibition, % at 10 µM; 0.073% of 190,000 active;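 also: 0% = tracer peptide without compound and 100% = reference inhibitor peptide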
HRas wt GTP bind: modulators of GTP binding to HRas wildtype, primary screen, biochemical, bead-based flow cytometry, multiplex. GST-Ras wt beads, Bodipy-FL-GTP binding; actives lie on both sides. 0.14% of 190,000 active. AID 759, 2007. GTPase HRas (Homo sapiens), P01112. GTP binding activity, % at 10 µM;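 active = GTP binding activity at least 20% away from the 100% baseline, either lowered as inhibitor or raised as activator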;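 also: 0% = unlabeled GTP competition control and 100% = no-compound control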
Target sequence (P01112 whole entry, looked up): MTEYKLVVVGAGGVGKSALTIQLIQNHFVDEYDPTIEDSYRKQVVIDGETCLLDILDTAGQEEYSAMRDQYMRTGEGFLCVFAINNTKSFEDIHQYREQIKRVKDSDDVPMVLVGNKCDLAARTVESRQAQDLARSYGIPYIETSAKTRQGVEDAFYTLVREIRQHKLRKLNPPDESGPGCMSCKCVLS
Rac1 act GTP bind: GTP binding modulators of activated mutant Rac1, primary screen, biochemical, bead-based flow cytometry, multiplex, fluorescent GTP | 0.11% of 190,000 active | percent activity (GTP binding), % at 10 µM | GST-Rac1 activated beads; actives lie on both sides; 100% means binding = to untreated wells;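 active = GTP binding at least 20 percentage points away from the 100% baseline, in either direction, so actives lie on both sides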
Cdc42 wt: modulators of GTP binding to wildtype Cdc42, primary screen, biochemical, multiplex bead flow cytometry, Bodipy-GTP; GST-Cdc42 beads; actives lie on both sides; AID 761, 2007; 0.2% of 190,000 active; Cell division control protein 42 homolog (Homo sapiens), P60953; percent activity (GTP binding), % at 10 µM;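 active = percent activity GTP binding at least 20 points away from the 100% baseline, either down as inhibitor or up as activator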;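 also: median bead fluorescence of bound Bodipy-FL-GTP at 100 nM; 0% = excess unlabeled GTP control and 100% = no compound control; below 100% means less GTP binding so inhibitor and above means activator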
Target sequence (P60953 whole entry, looked up): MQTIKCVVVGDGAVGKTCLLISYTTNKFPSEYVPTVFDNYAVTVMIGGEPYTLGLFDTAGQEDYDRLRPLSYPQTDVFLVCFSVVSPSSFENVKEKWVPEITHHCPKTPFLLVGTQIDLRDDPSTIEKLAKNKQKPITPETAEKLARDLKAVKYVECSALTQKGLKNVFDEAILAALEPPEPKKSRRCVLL
Bcl-XL Bim block: inhibitors of Bim-Bcl-XL binding, primary screen, biochemical, multiplexed, bead flow cytometry, human Bcl-XL | Bcl-2-like protein 1 (Homo sapiens), Q07817 | Bim peptide-Bcl-XL binding, fluorescence | inhibition, % at 10 µM | 0.04% of 190,000 active | AID 1007, 2008
Target sequence (Q07817 whole entry, looked up): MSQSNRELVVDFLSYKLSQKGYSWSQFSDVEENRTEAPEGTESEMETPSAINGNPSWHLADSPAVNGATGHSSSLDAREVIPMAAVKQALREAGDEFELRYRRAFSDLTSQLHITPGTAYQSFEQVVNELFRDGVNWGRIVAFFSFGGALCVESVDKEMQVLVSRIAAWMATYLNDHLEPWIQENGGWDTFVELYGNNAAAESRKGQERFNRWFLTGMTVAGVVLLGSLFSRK
Rac1 wt modul: wildtype Rac1 GTP binding modulators, primary screen, biochemical, GST-Rac1 beads, flow cytometry, multiplex; Ras-related C3 botulinum toxin substrate 1 (Homo sapiens), P63000; fluorescent GTP binding; actives lie on both sides; 0 = cold GTP competed, 100 = untreated; GTP binding activity (% of control), % at 10 µM; 0.27% of 190,000 active; AID 757, 2007;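 active = GTP binding activity at least 20 points away from the 100% control level, either lower or higher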
Rab7 wt GTP bind: modulators of GTP binding to Rab7, primary screen, biochemical, wildtype, multiplex bead flow cytometry; Rab7 GTPase wild type (dog), Bodipy-FL-GTP binding; GTP binding activity (percent of control), % at 10 µM; GST-Rab7 beads, fluorescent GTP binding; actives lie on both sides; untreated = 100%, excess cold GTP = 0%; 0.055% of 190,000 active;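 active = fluorescent GTP binding to Rab7 beads changed by at least 20 points from the 100% baseline, either direction, mostly lower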;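 also: median green fluorescence of bound Bodipy-FL-GTP per Rab7 bead population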
An asterisk follows results filed as active. Rule as the data show it, unless noted: active = inhibition above about 40%.

Preview:
How did CC1(C)CC(=O)C=C(NCCN2CCN(C(=O)Cc3ccc(Cl)cc3)CC2)C1 do in these assays?
Bim-Bfl-1: -7; Bim-Bcl-W: -4; Bim-Bcl-2: -1; Rab2A wt mod: 100; Bcl-B Bim block: -3; HRas wt GTP bind: 102; Rac1 act GTP bind: 98; Cdc42 wt: 102; Bcl-XL Bim block: -5; Rac1 wt modul: 101; Rab7 wt GTP bind: 98

How did CCCCn1c(=O)c(C=Nc2cc([N+](=O)[O-])ccc2OC)c(O)n(CCCCl)c1=O do in these assays?
Bim-Bfl-1: -4; Bim-Bcl-W: -1; Bim-Bcl-2: -1; Rab2A wt mod: 98; Bcl-B Bim block: 0; HRas wt GTP bind: 101; Rac1 act GTP bind: 101; Cdc42 wt: 103; Bcl-XL Bim block: 1; Rac1 wt modul: 105; Rab7 wt GTP bind: 100

Main list (from the top)
How did CC1(C)CC(=O)C=C(NCCN2CCN(C(=O)Cc3ccc(Cl)cc3)CC2)C1 do in these assays?
Bim-Bfl-1: -7; Bim-Bcl-W: -4; Bim-Bcl-2: -1; Rab2A wt mod: 100; Bcl-B Bim block: -3; HRas wt GTP bind: 102; Rac1 act GTP bind: 98; Cdc42 wt: 102; Bcl-XL Bim block: -5; Rac1 wt modul: 101; Rab7 wt GTP bind: 98

How did CCCCn1c(=O)c(C=Nc2cc([N+](=O)[O-])ccc2OC)c(O)n(CCCCl)c1=O do in these assays?
Bim-Bfl-1: -4; Bim-Bcl-W: -1; Bim-Bcl-2: -1; Rab2A wt mod: 98; Bcl-B Bim block: 0; HRas wt GTP bind: 101; Rac1 act GTP bind: 101; Cdc42 wt: 103; Bcl-XL Bim block: 1; Rac1 wt modul: 105; Rab7 wt GTP bind: 100

Results for CN1CCN(c2ccc(C(F)(F)F)cc2N)CC1 ?
Bim-Bfl-1: -5; Bim-Bcl-W: -4; Bim-Bcl-2: 0; Rab2A wt mod: 103; Bcl-B Bim block: -5; HRas wt GTP bind: 101; Rac1 act GTP bind: 101; Cdc42 wt: 101; Bcl-XL Bim block: -1; Rac1 wt modul: 102; Rab7 wt GTP bind: 106

How did O=C(N=Nc1c(O)[nH]c(=O)[nH]c1=O)C1COc2ccccc2O1 (stereo unspecified) do in these assays?
Bim-Bfl-1: -7; Bim-Bcl-W: 1; Bim-Bcl-2: -4; Rab2A wt mod: 94; Bcl-B Bim block: -4; HRas wt GTP bind: 95; Rac1 act GTP bind: 93; Cdc42 wt: 93; Bcl-XL Bim block: 0; Rac1 wt modul: 95; Rab7 wt GTP bind: 95

How did COC(=O)c1c(C)n(Cc2ccccc2)c2ccc(O)cc12 do in these assays?
Bim-Bfl-1: 5; Bim-Bcl-W: 0; Bim-Bcl-2: -1; Rab2A wt mod: 99; Bcl-B Bim block: -9; HRas wt GTP bind: 98; Rac1 act GTP bind: 92; Cdc42 wt: 100; Bcl-XL Bim block: 0; Rac1 wt modul: 100; Rab7 wt GTP bind: 98

How did CC1=CC2/C=C(\C)CCC(O)C(O)/C=C/C(=O)C23C(=O)NC(CC(C)C)C3C1C (stereo unspecified) do in these assays?
Bim-Bfl-1: 4; Bim-Bcl-W: 5; Bim-Bcl-2: 0; Rab2A wt mod: 95; Bcl-B Bim block: -3; HRas wt GTP bind: 97; Rac1 act GTP bind: 94; Cdc42 wt: 97; Bcl-XL Bim block: 0; Rac1 wt modul: 96; Rab7 wt GTP bind: 93

Results for O=C(O)c1nn(Cc2ccc(Cl)cc2Cl)c2ccccc12 ?
Bim-Bfl-1: -6; Bim-Bcl-W: -3; Bim-Bcl-2: 0; Rab2A wt mod: 99; Bcl-B Bim block: 0; HRas wt GTP bind: 97; Rac1 act GTP bind: 94; Cdc42 wt: 96; Bcl-XL Bim block: -5; Rac1 wt modul: 97; Rab7 wt GTP bind: 102

How did CCN(CC)CCCN=Cc1c(O)n(-c2cccc(C)c2C)c(=O)[nH]c1=O do in these assays?
Bim-Bfl-1: -1; Bim-Bcl-W: -2; Bim-Bcl-2: 0; Rab2A wt mod: 100; Bcl-B Bim block: -3; HRas wt GTP bind: 101; Rac1 act GTP bind: 97; Cdc42 wt: 100; Bcl-XL Bim block: -4; Rac1 wt modul: 100; Rab7 wt GTP bind: 99

Results for COc1cccc(C(=O)C2CCCN(Cc3ccccn3)C2)c1 (stereo unspecified) ?
Bim-Bfl-1: -4; Bim-Bcl-W: -1; Bim-Bcl-2: -2; Rab2A wt mod: 100; Bcl-B Bim block: -3; HRas wt GTP bind: 97; Rac1 act GTP bind: 96; Cdc42 wt: 94; Bcl-XL Bim block: 2; Rac1 wt modul: 97; Rab7 wt GTP bind: 104

Results for COc1ccc(NC(=O)CN2CC=C(c3ccccc3)CC2)cc1S(=O)(=O)N1CCOCC1 ?
Bim-Bfl-1: -5; Bim-Bcl-W: -2; Bim-Bcl-2: -4; Rab2A wt mod: 98; Bcl-B Bim block: -4; HRas wt GTP bind: 98; Rac1 act GTP bind: 96; Cdc42 wt: 95; Bcl-XL Bim block: -2; Rac1 wt modul: 94; Rab7 wt GTP bind: 103

Results for Cn1c(O)c(C=NCCCN2CCCC2=O)c(=O)n(C)c1=O ?
Bim-Bfl-1: -10; Bim-Bcl-W: 1; Bim-Bcl-2: -7; Rab2A wt mod: 100; Bcl-B Bim block: -6; HRas wt GTP bind: 100; Rac1 act GTP bind: 99; Cdc42 wt: 101; Bcl-XL Bim block: -5; Rac1 wt modul: 101; Rab7 wt GTP bind: 100

How did Cc1c(C(=O)N2CCC3(CC2)OCCO3)sc2ncnc(N3CCN(c4ccccn4)CC3)c12 do in these assays?
Bim-Bfl-1: -6; Bim-Bcl-W: -6; Bim-Bcl-2: -4; Rab2A wt mod: 96; Bcl-B Bim block: -4; HRas wt GTP bind: 98; Rac1 act GTP bind: 93; Cdc42 wt: 96; Bcl-XL Bim block: -6; Rac1 wt modul: 94; Rab7 wt GTP bind: 96

What do the screens show for `O=c1cccc2n1CC1CC2CN(S(=O)(=O)c2ccc(F)cc2)C1` (stereo unspecified)?
Bim-Bfl-1: -4; Bim-Bcl-W: -3; Bim-Bcl-2: -2; Rab2A wt mod: 99; Bcl-B Bim block: -7; HRas wt GTP bind: 98; Rac1 act GTP bind: 99; Cdc42 wt: 99; Bcl-XL Bim block: -1; Rac1 wt modul: 102; Rab7 wt GTP bind: 98

What do the screens show for `CN1CCN(C(=O)COc2ccc3ccccc3c2Br)CC1`?
Bim-Bfl-1: -11; Bim-Bcl-W: 1; Bim-Bcl-2: -7; Rab2A wt mod: 101; Bcl-B Bim block: -8; HRas wt GTP bind: 104; Rac1 act GTP bind: 101; Cdc42 wt: 105; Bcl-XL Bim block: -7; Rac1 wt modul: 111; Rab7 wt GTP bind: 105

What do the screens show for `COC(=O)C1C2c3ccccc3C(c3ccccc32)C1C(=O)OC` (stereo unspecified)?
Bim-Bfl-1: -4; Bim-Bcl-W: 0; Bim-Bcl-2: 0; Rab2A wt mod: 97; Bcl-B Bim block: 0; HRas wt GTP bind: 99; Rac1 act GTP bind: 97; Cdc42 wt: 100; Bcl-XL Bim block: 0; Rac1 wt modul: 100; Rab7 wt GTP bind: 97

Results for Clc1ccccc1CN1CCN(c2ccccc2)CC1 ?
Bim-Bfl-1: -1; Bim-Bcl-W: -2; Bim-Bcl-2: -2; Rab2A wt mod: 93; Bcl-B Bim block: 1; HRas wt GTP bind: 95; Rac1 act GTP bind: 92; Cdc42 wt: 95; Bcl-XL Bim block: -1; Rac1 wt modul: 93; Rab7 wt GTP bind: 92

What do the screens show for `Cc1ccc(NP(=O)(Nc2ccc(C)cc2)Oc2ccccc2)cc1`?
Bim-Bfl-1: -3; Bim-Bcl-W: 3; Bim-Bcl-2: -3; Rab2A wt mod: 95; Bcl-B Bim block: -4; HRas wt GTP bind: 95; Rac1 act GTP bind: 95; Cdc42 wt: 94; Bcl-XL Bim block: 0; Rac1 wt modul: 94; Rab7 wt GTP bind: 98

What do the screens show for `O=C1CCCC2C3CCCN4CCCC(CN12)C34` (stereo unspecified)?
Bim-Bfl-1: 0; Bim-Bcl-W: 1; Bim-Bcl-2: 0; Rab2A wt mod: 99; Bcl-B Bim block: 0; HRas wt GTP bind: 99; Rac1 act GTP bind: 99; Cdc42 wt: 102; Bcl-XL Bim block: 0; Rac1 wt modul: 102; Rab7 wt GTP bind: 102

Results for O=c1c2ccccc2nc(/C=C/c2ccc3c(c2)OCO3)n1-c1ccccc1 ?
Bim-Bfl-1: -5; Bim-Bcl-W: -3; Bim-Bcl-2: -7; Rab2A wt mod: 98; Bcl-B Bim block: -2; HRas wt GTP bind: 99; Rac1 act GTP bind: 98; Cdc42 wt: 100; Bcl-XL Bim block: -7; Rac1 wt modul: 104; Rab7 wt GTP bind: 99

How did CCCC(=O)Nc1ccc(N2CCN(CC)CC2)c(Cl)c1 do in these assays?
Bim-Bfl-1: 0; Bim-Bcl-W: 0; Bim-Bcl-2: 1; Rab2A wt mod: 103; Bcl-B Bim block: -2; HRas wt GTP bind: 105; Rac1 act GTP bind: 104; Cdc42 wt: 108; Bcl-XL Bim block: 0; Rac1 wt modul: 109; Rab7 wt GTP bind: 102

How did COc1nc(NC(C)C)nc(NC(C)C)n1 do in these assays?
Bim-Bfl-1: -1; Bim-Bcl-W: -1; Bim-Bcl-2: -8; Rab2A wt mod: 102; Bcl-B Bim block: -4; HRas wt GTP bind: 103; Rac1 act GTP bind: 99; Cdc42 wt: 102; Bcl-XL Bim block: -2; Rac1 wt modul: 103; Rab7 wt GTP bind: 102

How did c1cc2c(cc1CCNC1C3CC4CC(C3)CC1C4)OCO2 (stereo unspecified) do in these assays?
Bim-Bfl-1: -2; Bim-Bcl-W: -6; Bim-Bcl-2: 12; Rab2A wt mod: 96; Bcl-B Bim block: -8; HRas wt GTP bind: 96; Rac1 act GTP bind: 95; Cdc42 wt: 102; Bcl-XL Bim block: -9; Rac1 wt modul: 103; Rab7 wt GTP bind: 96

How did C/C(=N\N1CCCCCC1)c1c(O)n(-c2ccc(C)cc2)c(=O)[nH]c1=O do in these assays?
Bim-Bfl-1: -13; Bim-Bcl-W: -4; Bim-Bcl-2: -4; Rab2A wt mod: 102; Bcl-B Bim block: -8; HRas wt GTP bind: 101; Rac1 act GTP bind: 102; Cdc42 wt: 101; Bcl-XL Bim block: -8; Rac1 wt modul: 105; Rab7 wt GTP bind: 100

What do the screens show for `Cc1ccc2occ(CN3CC4CC(C3)c3cccc(=O)n3C4)c(=O)c2c1` (stereo unspecified)?
Bim-Bfl-1: -1; Bim-Bcl-W: 2; Bim-Bcl-2: 0; Rab2A wt mod: 99; Bcl-B Bim block: 0; HRas wt GTP bind: 101; Rac1 act GTP bind: 98; Cdc42 wt: 100; Bcl-XL Bim block: 1; Rac1 wt modul: 99; Rab7 wt GTP bind: 95

Source: PubChem (NMMLSC)

A portion of the library (hit frequency here may not be typical).
